TRHR enhancer = qHTS for Small Molecule Agonists and Allosteric Enhancers of Human TRH Receptor: Primary Screen for Enhancers. Thyrotropin-releasing hormone receptor (Homo sapiens), P34981. TRHR cells, fluo-8 calcium fluorescence, EC20 TRH enhancement. enhancement, % at 2 µM. 0.66% of 360,000 active; in the data active = enhancement above about 30%; note: 0% is about no effect
Target sequence (P34981 whole entry, looked up): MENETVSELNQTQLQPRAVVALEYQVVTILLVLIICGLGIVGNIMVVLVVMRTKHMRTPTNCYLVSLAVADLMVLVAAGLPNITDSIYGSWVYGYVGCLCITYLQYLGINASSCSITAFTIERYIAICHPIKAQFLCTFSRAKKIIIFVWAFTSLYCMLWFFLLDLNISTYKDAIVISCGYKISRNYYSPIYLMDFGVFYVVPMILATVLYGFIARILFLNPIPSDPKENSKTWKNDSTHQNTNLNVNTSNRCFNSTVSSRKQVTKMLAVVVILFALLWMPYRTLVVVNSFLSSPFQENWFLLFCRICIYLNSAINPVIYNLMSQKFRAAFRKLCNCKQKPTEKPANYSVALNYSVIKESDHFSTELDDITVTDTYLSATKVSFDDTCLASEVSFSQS
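TRHR-expressing cells loaded with fluo-8 calcium dye were read kinetically (ex 480/em 530) during compound addition, then stimulated with an EC20 of TRH (10 nM final). Enhancement of the Gq-mediated intracellular calcium response was scored.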
TrxR1 substrate = qHTS Assay for Substrates of Mammalian Selenoprotein Thioredoxin Reductase 1 (TrxR1): qHTS. Thioredoxin reductase 1, cytoplasmic (Rattus norvegicus), O89049. purified TrxR1 substrate turnover, NADPH consumption readout. Potency, µM (series often up to 114 µM), without a hit: top-dose activity change, negative = substrate turnover. 0.01% of 390,000 active; note: potency is the fitted concentration of half-maximal effect; % is set by controls: 0 for no effect and ±100 for the full control effect; nearly all actives have a fitted effect of over 50% in size
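Rat TrxR1, dispensed at 90 nM, was prereduced with 400 uM NADPH (final) for 5 min at ~22 deg C, then incubated with compound 15 min before 400 uM selenite. A first-read NADPH fluorescence drop versus no-compound background flagged substrates.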
TrxR1 inh = qHTS Assay for Inhibitors of Mammalian Selenoprotein Thioredoxin Reductase 1 (TrxR1): qHTS; Thioredoxin reductase 1, cytoplasmic (Rattus norvegicus), O89049; recombinant rTrxR1, NADPH fluorescence consumption, selenite substrate; Potency, µM (highest dose often 114 µM), for the others: at the top dose activity change, negative = inhibition, hits mostly inhibitors; 1% of 390,000 active; note: potency is the fitted concentration of half-maximal effect; % is set by controls: 0 for no effect and ±100 for the full control effect; nearly all actives have a fitted effect of over 65% in size
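Rat TrxR1 (90 nM in the dispensed reagent) was pre-reduced with 400 uM NADPH for 5 min at room temperature, then incubated with compound for 15 min. After 400 uM selenite was added, NADPH fluorescence (Ex 340/Em 450 nm) was followed for 8 min.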
TRHR ag = qHTS for Small Molecule Agonists and Allosteric Enhancers of Human TRH Receptor: Primary Screen for Agonists; 0.18% of 360,000 active; TRHR cells, calcium flux fluo-8, FDSS agonist mode; activation, % at 2 µM; Thyrotropin-releasing hormone receptor (Homo sapiens), P34981; in the data active = activation above about 30%; note: 0% is about no effect
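TRHR-expressing cells, plated overnight in medium with 10% serum, were loaded with fluo-8 calcium dye at room temperature. After a 10 s baseline, library compound was pin-added and calcium release was recorded kinetically (ex 480/em 530) as agonist response.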
USP1-UAF1 inh = Inhibitors of USP1/UAF1: Primary Screen; Ubiquitin carboxyl-terminal hydrolase 1 (Homo sapiens), O94782; recombinant USP1/UAF1, Ub-Rhodamine cleavage fluorescence; Potency, µM (titrated, usually from 57.1 µM), for inactives: top-dose activity change, negative = inhibition, most hits filed as inhibitors; 0.23% of 390,000 active; AID 743255, 2014; note: potency is the fitted concentration of half-maximal effect; % is set by controls: 0 for no effect and ±100 for the full control effect; nearly all actives have a fitted effect of over 60% in size; inactives centre near -12
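In this screen, compounds sit with the deubiquitinase complex (1nM) for 15 min at room temperature before Ub-Rho is added at 150nM final. Fluorescence rise is then followed for 6 reads every 60 seconds.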
D2 agonist = HTS Assay for Allosteric Agonists of the Human D2 Dopamine Receptor: Primary Screen for Agonists. activation, % at 2 µM. HEK293 T-REx D2 cells, calcium flux agonist mode. 0.53% of 340,000 active. AID 485358, 2010;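 active = activation over 3 SD above normal in the single-dose calcium agonist read, cut at about 30% in these data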; note: 0% is about no effect
Target sequence (P14416 whole entry, looked up): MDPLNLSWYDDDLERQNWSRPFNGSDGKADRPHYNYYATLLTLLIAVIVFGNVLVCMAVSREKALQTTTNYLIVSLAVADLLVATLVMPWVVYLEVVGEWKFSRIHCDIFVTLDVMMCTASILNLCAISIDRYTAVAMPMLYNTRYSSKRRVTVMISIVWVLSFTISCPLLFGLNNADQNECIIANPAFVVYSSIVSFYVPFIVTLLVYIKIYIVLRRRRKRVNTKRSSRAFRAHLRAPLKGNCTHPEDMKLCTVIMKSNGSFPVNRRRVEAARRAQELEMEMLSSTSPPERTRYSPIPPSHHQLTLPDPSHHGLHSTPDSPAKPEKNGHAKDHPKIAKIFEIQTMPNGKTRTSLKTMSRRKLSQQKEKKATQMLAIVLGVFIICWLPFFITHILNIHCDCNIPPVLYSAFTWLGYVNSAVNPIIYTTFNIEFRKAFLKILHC
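HEK293 Trex D2 cells, tetracycline-induced, o/n 30 C 5% CO2; no-wash Ca dye, RT 30–90 min; 10-cycle baseline, 23 nl cpd added, kinetic Ca read 180 s; agonist hits = positive Ca response.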
D2 antag = HTS Assay for Allosteric Antagonists of the Human D2 Dopamine Receptor: Primary Screen for Antagonists. HEK293 TREx D2 cells, calcium flux, dopamine EC80. D(2) dopamine receptor (Homo sapiens), P14416. AID 485344, 2010. 2% of 340,000 active. inhibition, % at 10 µM; in the data active = inhibition above about 30%; note: 0% is about no effect
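Cells plated overnight at 30 C with tetracycline; no-wash calcium dye, 30–90 min RT; 10 s baseline; compound pinned; 180 s read; EC80 dopamine added; another 180 s read.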
IDH1 R132H inh = qHTS for Inhibitors of mutant isocitrate dehydrogenase 1 (IDH1): qHTS; Isocitrate dehydrogenase [NADP] cytoplasmic (Homo sapiens), O75874; IDH1-R132H enzyme, NADPH consumption, diaphorase/resazurin fluorescence; Potency, µM (series often up to 76.6 µM), for inactives: top-dose activity change, negative = inhibition, most hits filed as inhibitors; 0.093% of 390,000 active; note: potency is the fitted concentration of half-maximal effect; % is set by controls: 0 for no effect and ±100 for the full control effect; nearly all actives have a fitted effect of over 65% in size
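IDH1-R132H (0.5 ug/mL dispensed) in pH 7.5 Tris buffer was preincubated 30 min with compound, then given a substrate mix of 0.016 mM NADPH and 2 mM alpha-KG for 80 min at room temperature; remaining NADPH was read by diaphorase/resazurin fluorescence.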
Pin1 inhibitor = qHTS Assay to Find Inhibitors of Pin1. Peptidyl-prolyl cis-trans isomerase NIMA-interacting 1 (Homo sapiens), Q13526. Pin1 FP peptide displacement, HiFluor488, 10 min. 0.009% of 390,000 active. AID 504891, 2011. Potency, µM (top dose mostly 115 µM), without a hit: at the highest dose activity, negative = inhibition, actives largely listed as inhibitors; active = well fitted inhibition curve with a large enough effect in the polarisation, with a control signal flat, not every such curve was filed as active; inconclusive = small, poorly fitted or top-dose-only effect, or effect the other way, or a change in a side signal; inactive = no such curve, though single readings can be large or run the other way; the % refers to the polarisation; note: potency is the fitted concentration of half-maximal effect; % is set by controls: 0 for no effect and ±100 for the full control effect
Target sequence (Q13526 whole entry, looked up): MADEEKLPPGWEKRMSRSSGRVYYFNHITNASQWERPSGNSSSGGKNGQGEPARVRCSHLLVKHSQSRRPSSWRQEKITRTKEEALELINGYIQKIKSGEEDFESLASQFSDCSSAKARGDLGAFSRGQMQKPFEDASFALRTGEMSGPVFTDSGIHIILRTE
Numbers without * were called inactive; ? = inconclusive; · = no result given; [ ] = another dose, or the depositor's remark. Unless noted, calls come from the whole dose curve; as a rule, active = well fitted inhibition curve with a large enough effect; inconclusive = small, poorly fitted or top-dose-only effect; inactive = no such curve, though single readings can be large or run the other way. A portion of the library; the hit share may differ from the screen's.

SMILES	TRHR enhancer	TrxR1 substrate	TrxR1 inh	TRHR ag	USP1-UAF1 inh	D2 agonist	D2 antag	IDH1 R132H inh	Pin1 inhibitor
CCOc1ccc(S(=O)(=O)Nc2ccc(C(=O)NCCCN3CCOCC3)cc2)cc1	-7	2%	10%	0.2	-12%	0.5	5	0%	0%
Cc1ccc(-c2nc3c4cnn(-c5cc(Cl)ccc5Cl)c4ncn3n2)cc1	-3	-2%	8%	0.7	-20%	0.3	·	·	-2%
CCc1ccc(OCC(O)CN2CCCC2)cc1 (configuration not stated)	-4	8%[57.1 µM]	9%[57.1 µM]	0.2	-18%	-0.6	5	5%	-2%
C/C=C/c1ccc(OCC(=O)OCC2=C(C(=O)OCC)C(C)NC(=O)N2)c(OC)c1 (configuration not stated)	-1	-4%[57.1 µM]	?	-0.3	3%	0.4	4	6%	-1%
O=C(c1ccc(-n2cnnn2)cc1)N(C1CCCCC1)C1CCCCC1	-1	4%[57.1 µM]	6%[57.1 µM]	0.2	-9%	0.1	-14	5%	-7%
O=C1CC(C(=O)N2CCN(Cc3ccccc3)CC2)CN1Cc1ccccc1 (configuration not stated)	-11	-3%	-13%	-0.1	-12%	-0.3	-8	2%	1%
O=C(c1ccco1)N1CCN(C2c3ccccc3-c3ccccc32)CC1	-5	-6%[57.1 µM]	10%[57.1 µM]	0.4	-30%	0.1	7	-3%	2%
COc1ccc(NC(=O)CCn2nc(-c3ccccc3OC)c3c(C)cc(C)nc32)cc1	4	6%	13%	-1.9	-22%	1.3	·	0%	2%
NC(=O)c1c(NC(=O)Cn2cc([N+](=O)[O-])cn2)sc2c1CCCC2	-5	6%[57.1 µM]	-15%[57.1 µM]	0.1	-10%	-0.1	1	-8%	2%
O=C(COC(=O)C1CCCC1)NCc1ccc(Cl)cc1	3	-6%	0%	-0.8	-4%	0.2	12	-2%	1%
CCN(C(=O)Cn1c(=O)n(CCCS(=O)(=O)C2CCCCC2)c(=O)c2ccccc21)c1cccc(C)c1	-19	-1%	1%	0.1	-10%	-0.7	·	-1%	-4%
CN(C)C=Nc1nonc1N	1	5%	6%[57.1 µM]	1.1	-6%	0.6	-9	9%	1%
N#Cc1cc2ccccc2n2nnnc12	6	4%	9%	-2.1	-16%	-1.8	0	5%	1%
CC(=O)OC(C(=O)Nc1ccccc1)C(C)S(=O)(=O)c1ccccc1 (configuration not stated)	-6	-6%[57.1 µM]	2%[57.1 µM]	-1.1	-16%	0.1	17	2%	0%
N#Cc1c2n(c(=S)n(-c3ccccn3)c1=O)CCCCC2	3	-2%[57.1 µM]	4%[57.1 µM]	0.0	1%	0.0	-8	-2%	?
O=C(CNC(=O)Cc1ccc(Cl)cc1)NCc1ccco1	-4	9%[57.1 µM]	17%[57.1 µM]	-1.2	-11%	·	·	3%	-5%
Cc1ccc(N2C(=O)C3C(c4ccccc4)N4CCCN4C3(C)C2=O)cc1 (configuration not stated)	-1	5%[57.1 µM]	13%	-0.1	-4%	1.0	-2	5%	4%
CC1=NNC(=O)C1CCC(=O)N/N=C/C=C/c1ccccc1 (configuration not stated)	20	-4%	10%	0.4	-20%	1.1	9	5%	-3%
CC(C)n1cnc2c(Nc3ccc(C(=O)O)cc3)nc(Cl)nc21	7	-9%	1%	-0.1	?	-0.5	-16	-4%	-10%
Cn1c2c(c(=O)n1-c1ccccc1)CSCC2	·	1%	16%	·	0%	·	·	4%	1%
CCn1c(SCC(=O)c2ccc(OC)cc2)nnc1C1CC1	8	2%	-6%	0.7	-3%	-0.2	15	7%	0%
CCCSc1nc(C)cc(=O)[nH]1	-4	0%	1%	0.1	-15%	0.6	-30	2%	2%
CCc1cc(C(=O)OC)c(NC(=O)CC2Sc3ccc(C(F)(F)F)cc3NC2=O)s1 (configuration not stated)	13	-4%	-8%	0.6	-15%	·	·	3%	4%
Cn1nc(C(C)(C)C)cc1C(=O)NNC(=O)c1ccc(C(F)(F)F)cc1	4	-16%	-15%	0.5	8%	·	·	6%	-1%
Cc1sc2nc3c4ccccc4c(NCc4ccco4)nn3c(=O)c2c1C	-3	69%[activator]	-13%	1.4	-16%	·	·	-2%	-2%
CN1CCN(C2CCN(c3ccc(Nc4nnc(Cl)c(Nc5ccccc5S(C)(=O)=O)n4)c(OC(CF)CF)c3)CC2)CC1	·	-2%	-3%	·	-12%	·	·	-1%	2%
COc1ccc(CN2CCCC(C(=O)N3CCCC3)C2)c(OC)c1 (configuration not stated)	-2	-1%	20%[57.1 µM]	-0.8	-35%	-2.5	-7	2%	1%
Cc1ccc(S(=O)(=O)N2CCCCC2)cc1NC(=O)c1cnccn1	10	-10%	1%	-0.1	-5%	-0.5	-9	-7%	-2%
Cc1ccc(C)c(N(C(=O)c2snc(C(N)=O)c2N)C(C(=O)NCC2CCCO2)c2cccs2)c1 (configuration not stated)	6	20%[57.1 µM]	25%[57.1 µM]	-0.9	-9%	-0.2	4	-14%	2%
O=C(/C=C/c1ccc(OC(F)F)cc1)Nc1cccc(S(=O)(=O)N2CCOCC2)c1	-3	1%	16%	0.6	-15%	1.4	15	-5%	10%
Oc1ccc(/C=N/NC2=NCCCCC2)cc1	-2	-4%[57.1 µM]	1%	-0.3	-4%	0.5	0	1%	3%
CCOC(=O)Cn1c(=O)oc2cc(S(=O)(=O)NC3CCCc4ccccc43)ccc21 (configuration not stated)	1	3%	7%	0.3	-14%	-0.4	-28	4%	3%
CCOC(=O)NC(Nc1nnc(C)s1)(C(=O)OCC)C(F)(F)F (configuration not stated)	7	10%	11%	0.2	-20%	0.3	13	0%	3%
CC1CCN(C(=O)C2CCCN(c3ncnc4c3nc3n4CCCCC3)C2)CC1 (configuration not stated)	-4	2%	8%	0.2	-4%	-1.7	-7	-4%	6%
O=C1/C(=C/c2ccncc2)CCC/C1=C\c1ccncc1	-2	-6%	?	0.5	?	-0.5	11	?	-1%
Nc1nnnn1CC(=O)N/N=C/c1ccc(-c2cccc(Cl)c2)o1	-4	11%[57.1 µM]	11%[57.1 µM]	0.6	-15%	-0.7	-11	4%	27%
O=C1CN(C(=O)COc2ccc(Cl)cc2Cl)C(c2ccc(F)cc2)c2cc(F)ccc2N1 (configuration not stated)	5	-4%	23%	1.8	-6%	1.1	·	5%	10%
CN(C)c1nc(-c2ccccc2)c2cnn(Cc3ccccc3)c2n1	11	133%[activator]	145%[activator]	0.6	-12%	-0.1	6	6%	0%
CC(CCc1ccccc1)NC(=O)COC(=O)C(CCC(N)=O)NC(=O)c1ccc(F)cc1 (configuration not stated)	4	-1%	15%	0.1	-10%	-0.6	5	-4%	2%
CCOC(=O)C1(Cc2cccc(OC)c2)CCN(Cc2csc(C(C)=O)c2)CC1	-7	-1%	30%	-0.3	-6%	0.3	13	11%	-2%
C/C(CC(=O)Nc1ccc2ccccc2c1)=N\NC(=O)c1ccc(O)c(O)c1	-3	-3%[0.0914 µM]	?	-0.8	-2%	·	·	6%	?
CCNC(=O)Nc1nc2ccccc2s1	5	2%	2%	0.7	-14%	0.7	-19	4%	-7%
CCOc1ccccc1NC(=O)/C(C#N)=C/c1cccnc1	-6	2%	14%	-0.2	-21%	-0.1	8	0%	-1%
COc1ccc(OC)c(NC=C2C(=O)OC(C)(C)OC2=O)c1	0	-10%	-2%	-0.6	-12%	0.3	3	3%	0%
COC(=O)c1ccc(-c2nc3cc(N)ccc3o2)cc1	-7	12%[57.1 µM]	1%[57.1 µM]	0.3	-25%	1.1	-11	9%	-1%
O=C1NC(=S)N/C1=C/c1cccc([N+](=O)[O-])c1O	-4	-21%	-24%	1.5	-26%	1.6	-5	0%	-3%
O=C(CCc1nc2sc3c(c2c(=O)[nH]1)CCCC3)Nc1ccccc1Cl	7	-9%[57.1 µM]	14%	1.0	-4%	0.1	-10	-3%	52%[activator]
Oc1cccc(Nc2ncnc3c2oc2ccccc23)c1	-2	3%	15%	-0.5	-28%	-0.6	-13	2%	-1%
CC(Sc1ccccn1)C(=O)Nc1ccccc1 (configuration not stated)	-6	6%	18%	-0.3	-7%	-0.4	-15	-1%	-8%
Cc1cc(N2CCCC2)n2nc(C)c(-c3ccccc3)c2n1	5	·	·	0.9	·	0.1	-14	·	·
O=C(C1=C[C@@H](C2CCCCC2)C[C@@H](OCc2ccc(CO)cc2)O1)N1CCN(Cc2ccc3c(c2)OCO3)CC1	0	-2%	11%	0.2	-36%	-0.7	9	-11%	-1%
COc1ccc(/C=C2\SC(=O)N(CC(=O)NCCC(C)C)C2=O)cc1OC	-4	8%[57.1 µM]	-3%[57.1 µM]	-0.2	-3%	0.7	-20	-10%	-7%
CCc1cccc(NC(=O)NC(=O)Cn2nnc(C(=O)OC)c2C(=O)OC)c1	2	5%[57.1 µM]	9%[57.1 µM]	0.0	-4%	-2.2	0	18%	1%

Screening data from PubChem BioAssay.
